Source: PubChem BioAssay
DYRK1A inh: blocks rat Dyrk1A kinase activity | Q63470 | actives 0.43% (n = 310,000) | inhibition, % at 12.5 µM | ADP-Glo luminescence, NFATc1 peptide; in the data active = inhibition above about 50%;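 note: plate controls were vehicle with enzyme for no effect and no enzyme for full effect; many of its hits are not listed in these tables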
Platelet DG rel: modulates dense granule release in human platelets; inhibition, %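 (compounds screened at 7.5 µM in platelet-rich plasma)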; human platelet-rich plasma, SFLLRN dense granule ATP release, luminescence; actives 0.22% (n = 300,000); AID 1663;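 active = mean replicate score, as percent of positive control, at or above 50; inconclusive = mean below 50 but at least one replicate at or above 50; inactive = mean and every replicate below 50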
HSF1 inhib: HSF1 inhibition; activity change, negative = inhibition, % at 7.5 µM (by protocol); AID 2098; actives 0.77% (n = 300,000); NIH3T3-HGL HSE-luciferase, MG132-induced, luminescence 8 h; active compounds read low;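 active = more than half of replicate wells show activity change below -50%, luminescence cut by over half; inconclusive = some wells, but at most half, below -50%; inactive = no replicate well below -50%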;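 note: luciferase reports HSF-1 transcriptional activity via heat shock element; 0% = median of DMSO wells and -100% = zero luminescence signal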
GSK3A inh: human GSK-3 alpha kinase inhibition; ADP-Glo luminescence, 60 min; inhibition, % at 10 µM; actives 0.1% (n = 320,000);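 in the data active = inhibition above about 50%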;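 note: GST-tagged GSK-3 alpha with peptide substrate and 25 µM ATP; 0% = DMSO neutral wells and 100% = GW8510 positive control wells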
Target sequence (P49840 whole entry, looked up): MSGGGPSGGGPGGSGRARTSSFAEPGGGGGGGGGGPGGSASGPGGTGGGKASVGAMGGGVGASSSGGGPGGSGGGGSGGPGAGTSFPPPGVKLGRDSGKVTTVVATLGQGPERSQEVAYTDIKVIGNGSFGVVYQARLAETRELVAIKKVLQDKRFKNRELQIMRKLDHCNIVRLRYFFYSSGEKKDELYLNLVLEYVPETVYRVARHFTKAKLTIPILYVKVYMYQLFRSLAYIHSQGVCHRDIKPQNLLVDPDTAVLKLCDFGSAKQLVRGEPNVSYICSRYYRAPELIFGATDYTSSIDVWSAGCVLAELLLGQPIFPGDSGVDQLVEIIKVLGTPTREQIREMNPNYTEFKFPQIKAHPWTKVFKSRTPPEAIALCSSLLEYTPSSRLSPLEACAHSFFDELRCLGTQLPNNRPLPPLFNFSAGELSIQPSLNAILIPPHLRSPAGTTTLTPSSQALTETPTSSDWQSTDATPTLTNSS
HSP90 inh: blocks HSP90-mediated luciferase refolding in reticulocyte lysate; Rabbit reticulocyte lysate, luciferase refolding luminescence, 3 h; inhibition, % at 5.6 µM; actives 0.91% (n = 290,000);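 active = inhibition above the screen-wide mean plus 3 SD, computed separately per campaign, cut at about 16% in these data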;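 note: 0% = DMSO wells and 100% = 60 µM geldanamycin wells; inhibitors lower the luminescence because luciferase stays unfolded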
GSK3beta inhib: human GSK3beta kinase inhibition; P49841; GST-GSK3beta kinase, ADP-Glo luminescence, 60 min; active compounds read low; activity score (negative = inhibition), % at 10 µM; actives 0.038% (n = 300,000); AID 2097;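 active = more than half of replicate wells score below -50%, meaning over 50% inhibition versus plate controls; inconclusive = some replicates but at most half score below -50%; inactive = no replicate scores below -50%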;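 note: 0% = median DMSO wells and -100% = median GW8510 positive control wells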
Target sequence (P49841 whole entry, looked up): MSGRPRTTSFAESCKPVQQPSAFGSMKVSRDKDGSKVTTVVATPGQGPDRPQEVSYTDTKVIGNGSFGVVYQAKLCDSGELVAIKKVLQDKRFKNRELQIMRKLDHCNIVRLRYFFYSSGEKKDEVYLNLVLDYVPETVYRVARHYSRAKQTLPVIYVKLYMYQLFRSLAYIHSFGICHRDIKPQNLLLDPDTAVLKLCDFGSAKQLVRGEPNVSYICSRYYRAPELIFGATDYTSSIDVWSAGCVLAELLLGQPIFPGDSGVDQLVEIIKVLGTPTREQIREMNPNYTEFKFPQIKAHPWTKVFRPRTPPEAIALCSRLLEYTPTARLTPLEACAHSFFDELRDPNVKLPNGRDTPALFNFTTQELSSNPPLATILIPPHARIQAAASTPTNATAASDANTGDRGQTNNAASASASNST
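Test system: GST-fused GSK3beta enzyme, cell-free | Quantity: 1.6 ng GST-GSK3beta enzyme per well | Reagent: 25 µM ATP with peptide substrate | Schedule: 60 min enzyme reaction, room temperature | Signal: Luminescent ADP-Glo measurement of ADP formed | Read-out basis: Score relative to plate controls | Control set: DMSO and 20 µM GW8510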
KLF5 inhibitor: suppresses KLF5 promoter-driven expression; DLD-1 KLF5 promoter-luciferase reporter, luminescence; inhibition, % at 5 µM; actives 0.23% (n = 290,000); AID 1700;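 active = inhibition above a per-plate limit of that plate's mean compound inhibition plus 3 SD, cut at about 60% in these data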;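 note: 0% = DMSO wells and 100% = LY294002 at 200 µM; higher means less KLF5 promoter-driven luciferase light; inactives centre near -14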
aSyn 5UTR inh: 5' untranslated region of α-synuclein, MLPCN primary screen; alpha-synuclein 5'UTR reporter, inhibitor activity; inhibition, % (tested at 7.5 µM); actives 0.82% (n = 300,000); AID 1813; in the data active = inhibition above about 60%; inconclusive = no clear call, values can overlap the other calls;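 note: H4 neuroglioblastoma cells stably carrying SNCA 5'UTR luciferase fusion; 0% = DMSO wells and 100% = positive control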
IEC-6 cytotox: IEC-6 cytotoxicity, counter-screen for KLF5 inhibitors; actives 0.78% (n = 290,000); luminescence viability; inhibition, % at 5 µM; AID 1825; in the data active = inhibition above about 22%;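 note: 0% = plate median of test compound wells and 100% = cytotoxic reference compound wells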
HSF1 activator: increases HSF-1 driven luciferase reporter signal; activation, % at 9 µM; AID 504408; actives 1.7% (n = 300,000); NIH3T3-HGL HSF-1 luciferase reporter, MG132, 8 h; 100% = twice DMSO control signal;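 active = mean replicate activation of at least 50% with a set share of replicates each reaching 50%; inconclusive = only one of those two conditions met; inactive = mean below 50% and too few replicates reaching it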;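 note: 0% = median of the neutral control wells and 100% = twice that signal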
* hit, by the source's call; u = inconclusive; x = not tested or not shown. Not all compounds are listed. The share of hits here may be higher or lower than overall.

SMILES	DYRK1A inh	Platelet DG rel	HSF1 inhib	GSK3A inh	HSP90 inh	GSK3beta inhib	KLF5 inhibitor	aSyn 5UTR inh	IEC-6 cytotox	HSF1 activator
O=C(Cc1ccccc1)Nc1cc2c(cc1Cl)OCCCO2	-5	6	13	0	-1	2	-106	-147	0	18
CC(C)=Nc1ccccc1C1COC(=O)C1=N (stereo not drawn)	4	-9	-6	x	2	-2	11	-9	-6	-1
N#Cc1ccc(OCc2nnc(SCC(=O)c3ccccc3)n2-c2ccccc2)cc1	11	-13	3	-1	-2	-1	8	23	-13	17
COc1ccc(NC(=O)CSc2ncnc3c2cnn3Cc2ccccc2)cc1	1	-5	0	-1	4	1	-7	-24	8	-2
COc1ccc(Cl)cc1-c1nc(N)nc(N(C)C)n1	3	-19	-6	-3	3	1	9	-6	4	-10
O=C(CSc1nc(=O)n2ccccc2n1)N1N=C(c2cccs2)CC1c1ccc(F)cc1 (stereo not drawn)	7	3	-8	-3	x	2	x	20	x	-1
CC(=O)c1ccc(NC(=S)NCCc2cccc(Cl)c2)cc1	5	-6	19	0	-1	-2	-75	-179	2	30
COc1ccc(-n2c(COc3cccc(C)c3)nnc2SCC(=O)NCc2ccco2)cc1	-1	8	-4	0	1	4	-9	3	0	11
CCOC(=O)C1C(=O)NC(N2CCN(Cc3ccccc3)CC2)=NC1c1ccco1 (stereo not drawn)	-1	2	-2	x	-5	0	-19	5	2	5
COCCCNC(=O)c1ccc(N2CCCC2)c(NS(=O)(=O)c2ccc(C)cc2)c1	2	-7	6	-4	1	0	-25	-73	0	1
COc1ccc(-c2nc(CS(=O)CC(=O)NCc3ccc(Cl)cc3)c(C)o2)cc1OC (stereo not drawn)	-4	-1	11	3	1	0	-19	5	1	11
O=S1(=O)CCC(n2nccc2-c2ccccc2)C1 (stereo not drawn)	-3	-3	5	0	-2	2	-3	8	0	2
CN(C)CCn1c2ccccc2c2nc3ccc([N+](=O)[O-])cc3cc21	x	-11	39	-2	-2	0	-1	104*	82*	u
CCc1ccc(OCC(=O)Nc2ccncc2)c(Br)c1	16	-3	6	17	-3	-9	9	-442	-7	9
COc1cccc(CNCCNC(=O)c2ccco2)c1OC	0	1	-3	0	8	0	-1	-3	2	-3

Sorted by length of the SMILES (smallest number first): 12 of the compounds above.
SMILES	DYRK1A inh	Platelet DG rel	HSF1 inhib	GSK3A inh	HSP90 inh	GSK3beta inhib	KLF5 inhibitor	aSyn 5UTR inh	IEC-6 cytotox	HSF1 activator
CC(C)=Nc1ccccc1C1COC(=O)C1=N (stereo not drawn)	4	-9	-6	x	2	-2	11	-9	-6	-1
COc1cccc(CNCCNC(=O)c2ccco2)c1OC	0	1	-3	0	8	0	-1	-3	2	-3
CCc1ccc(OCC(=O)Nc2ccncc2)c(Br)c1	16	-3	6	17	-3	-9	9	-442	-7	9
COc1ccc(Cl)cc1-c1nc(N)nc(N(C)C)n1	3	-19	-6	-3	3	1	9	-6	4	-10
O=C(Cc1ccccc1)Nc1cc2c(cc1Cl)OCCCO2	-5	6	13	0	-1	2	-106	-147	0	18
CC(=O)c1ccc(NC(=S)NCCc2cccc(Cl)c2)cc1	5	-6	19	0	-1	-2	-75	-179	2	30
COc1ccc(NC(=O)CSc2ncnc3c2cnn3Cc2ccccc2)cc1	1	-5	0	-1	4	1	-7	-24	8	-2
CN(C)CCn1c2ccccc2c2nc3ccc([N+](=O)[O-])cc3cc21	x	-11	39	-2	-2	0	-1	104*	82*	u
N#Cc1ccc(OCc2nnc(SCC(=O)c3ccccc3)n2-c2ccccc2)cc1	11	-13	3	-1	-2	-1	8	23	-13	17
CCOC(=O)C1C(=O)NC(N2CCN(Cc3ccccc3)CC2)=NC1c1ccco1 (stereo not drawn)	-1	2	-2	x	-5	0	-19	5	2	5
COCCCNC(=O)c1ccc(N2CCCC2)c(NS(=O)(=O)c2ccc(C)cc2)c1	2	-7	6	-4	1	0	-25	-73	0	1
O=C(CSc1nc(=O)n2ccccc2n1)N1N=C(c2cccs2)CC1c1ccc(F)cc1 (stereo not drawn)	7	3	-8	-3	x	2	x	20	x	-1

Returning to the listing, starting 2 compounds before the break.
SMILES	DYRK1A inh	Platelet DG rel	HSF1 inhib	GSK3A inh	HSP90 inh	GSK3beta inhib	KLF5 inhibitor	aSyn 5UTR inh	IEC-6 cytotox	HSF1 activator
CCc1ccc(OCC(=O)Nc2ccncc2)c(Br)c1	16	-3	6	17	-3	-9	9	-442	-7	9
COc1cccc(CNCCNC(=O)c2ccco2)c1OC	0	1	-3	0	8	0	-1	-3	2	-3
Cc1ccccc1Cn1ccc(=NCc2ccccc2)cc1	x	5	-2	-1	-3	4	-30	-7	15	4
CC1CCCC(NC(=O)c2ccncc2)C1C (stereo not drawn)	0	-4	3	2	4	0	-48	-8	3	-2
CCc1nn(C)c(-c2n[nH]c(=S)n2N)c1Cl	2	-3	-3	-34	-3	1	-26	9	-4	16
Cc1ccc(C(=O)Nc2ccc(C)c(S(=O)(=O)Nc3ccccc3Cl)c2)s1	-9	-7	7	-2	-6	2	-5	8	-1	5
Cc1ccc(OC2=NS(=O)(=O)c3ccccc32)cc1	-1	-2	3	-1	5	2	-12	-10	5	17
CCOC(=O)Cc1csc(NC(=O)CCCC(=O)O)n1	x	2	-3	4	1	-2	-7	-17	3	-1
O=C(NNc1nc(-c2ccccc2)c2cc(Br)ccc2n1)c1ccc(S(=O)(=O)N2CCCCC2)cc1	0	5	-1	-3	-5	9	4	39	-5	-5
COc1ccc(CCNCc2cc3ccc(C)cc3[nH]c2=O)cc1OC	2	-1	5	-1	1	0	-39	18	-4	-2
O=C1CN(C(=O)CSc2nnc(C3CC3)n2-c2ccccc2)c2ccccc2N1	-2	1	-11	0	-1	-6	-25	-18	-1	-25
CC(C)(C)SCCNC(=O)/C=C/c1ccccc1	x	-3	10	3	0	0	-42	-113	0	25
O=C(Nc1ccccc1)Nc1nc(-c2ccc(Cl)cc2)cs1	3	-4	x	6	2	-1	-4	4	2	x
CC1=C/C(=C\c2ccc(Br)o2)C(=O)O1	2	2	-2	-5	2	1	-23	4	-3	18
COc1ccc(Cl)cc1NC(=O)CN(C)C(=O)c1ccc(COc2ccccc2)cc1	-5	15	2	-1	x	-2	x	3	x	1
O=C(NCCc1c[nH]c2ccccc12)C(F)(F)F	4	0	2	1	-2	3	-14	8	-1	-8
CNC(=O)/C(C#N)=C/c1c(N2CC(C)OC(C)C2)nc2ccccn2c1=O (stereo not drawn)	-4	-1	0	1	-3	2	-6	14	-4	5
CC(=O)Nc1ccc(Nc2nnc(-c3ccc(C)c(S(=O)(=O)NCC4CCCO4)c3)c3ccccc23)cc1 (stereo not drawn)	-8	4	-7	-3	0	1	-25	8	-7	-23
CSc1sccc1/C=N/NC(=O)c1ccncc1	6	-17	-1	2	-6	2	-12	-19	-6	-14
Cc1cccc(C)c1NC(=O)C1c2ccccc2Oc2ccccc21	-7	25	4	-10	2	-1	4	9	-3	-11
Cc1cc(OCC(=O)Nc2ccccc2N2CCCCC2)ccc1C(C)C	19	-6	-3	-2	x	0	x	35	x	-13
CCOC(=O)c1c(C)n(C)c2ccc(OCC(O)CN(CC)CC)cc12 (stereo not drawn)	3	-2	-2	1	-1	0	-39	9	-2	10
CCSc1cc(N2CCCC2)nc(-c2ccc(C)cc2)n1	-12	-1	-7	1	-2	1	-30	-1	4	-1
S=C1NCCc2ccccc2C1c1ccccc1 (stereo not drawn)	-6	-3	1	0	-1	0	-78	10	4	26
COc1cc2c(CCNC(C)=O)c[nH]c2cc1O	-5	-3	-2	-5	x	2	x	1	x	-17
CCn1c(SCC(=O)N/N=C/c2cccs2)nc2ccccc21	7	9	8	5	0	-3	-8	2	6	26
Cc1ccc(/C=C/S(=O)(=O)NCC(=O)OCC(=O)N2CC(=O)Nc3ccccc32)cc1	6	1	-4	-5	-2	0	4	4	-13	7
CCC(=O)c1c[nH]c(C(=O)NCCc2ccccn2)c1	-14	5	-3	-1	0	2	-72	-15	2	8
CCOC(=O)C1(CCOc2ccccc2)CCN(Cc2cnc(C)[nH]2)CC1	-6	8	-7	-1	-1	1	-46	-10	-2	-7
COC(=O)c1c(C)noc1-c1ccc(Cl)cc1	4	2	-2	-2	-3	-9	-21	-1	0	-1
COc1cccc(-n2ccnc2SCC(=O)Nc2cc(OC)ccc2OC)c1	-4	-5	4	0	1	-1	16	2	6	6
CCOc1ncccc1C(=O)NCc1ccc(OC)cc1	-2	12	-6	x	0	3	21	18	6	-10
CCn1cc(CNC(=O)CSc2nc(-c3ccc(OC)c(OC)c3)cc(C(F)(F)F)n2)c(C)n1	9	-33	1	-2	-1	-1	22	16	-4	2
Cc1cc([N+](=O)[O-])nn1CC(=O)Nc1nc2ccccc2s1	x	-4	-8	0	1	2	-34	5	8	17
CCOC(=O)c1ccc(NC(=O)C2C3CCC(C3)C2C(=O)O)cc1 (stereo not drawn)	-9	-4	-17	3	2	-4	4	-62	2	-19
Cc1onc(-c2c(F)cccc2Cl)c1C(=O)NCCO	0	-12	2	-2	-2	4	-17	23	1	-15
CCCCNC(=O)C1=C(N)C(C(=O)Nc2ccc(C)c(S(=O)(=O)N3CCCCC3)c2)SC1=Nc1ccc(C)cc1C (stereo not drawn)	5	-7	2	-1	0	-4	-37	27	3	-1
Cc1cc(O)c(/C=N/Nc2ccc(F)cc2)c(=O)o1	-1	-3	7	0	3	0	-22	-33	-1	3
COc1cccc(-c2nc(CS(=O)CC(=O)NC(C)CCc3ccccc3)c(C)o2)c1 (stereo not drawn)	-1	-4	5	-1	-1	6	-13	20	4	19
COc1ccccc1C(=O)Nc1cccc(C(=O)N2CCOCC2)c1	1	-9	1	2	-1	-1	-26	2	-4	8
C=CCn1c(=O)c(C(=O)Nc2ccccc2S(N)(=O)=O)c(O)c2ccccc21	0	6	-8	7	1	2	-158	-156	-3	17
Cc1ccc(NC(=O)Nc2cccs2)nc1	4	-4	3	3	-1	0	-138	-168	0	2
O=C(NNC(=O)C1C2CCC(C2)C1C(=O)O)c1ccc(Br)o1 (stereo not drawn)	x	0	5	-1	0	-2	-19	5	7	-12
CC(=O)c1ccc(NC(=O)N2CCc3ccccc3C2)cc1	-4	-1	8	1	3	0	-34	-87	-3	-5
CCCCn1c(N)c(N(CC(C)C)C(=O)COC(=O)c2ccccc2NCCO)c(=O)[nH]c1=O	-7	14	-5	3	x	1	x	7	x	3
